Assay outcomes as filed in PubChem.
DNA Pol III inh = qHTS Assay for Inhibitors of DNA Polymerase III Holoenzyme System; reconstituted DNA polymerase III holoenzyme replication, biochemical; Potency, µM (doses to about 57.1 µM), for inactives: at the highest dose activity change, negative = inhibition; actives 0.25% (n = 71,000); AID 603, 2007; note: potency is the fitted concentration of half-maximal effect; % is set by controls: 0 for no effect and ±100 for the full control effect
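Reconstituted *E. coli* holoenzyme (0.35 nM Pol III, 1 nM beta, 154 nM SSB, 2 nM primase) was preincubated with compound for 15 min at RT. Synthesis on 1.4 nM ssM13Gori ran 35 min, then was stopped with PicoGreen/EDTA and read as dsDNA fluorescence.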
4-MU autofl = qHTS Assay for Spectroscopic Profiling in 4-MU Spectral Region | compound autofluorescence, 340/450 nm, 4-MU equivalents; active compounds read high | max dye-equivalent concentration, M | actives 11% (n = 59,000); in the data active = max dye-equivalent concentration above about 10 nM; inconclusive = mostly about 1.1 nM to 9.6 nM
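Intrinsic fluorescence at 340/450 nm (ex/em) was read after 15 min at room temperature in pH 8.0, 100 mM Tris. Each compound concentration expressed as 4-MU-equivalent concentration from a six-point 4-MU standard series on each plate.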
Hsp90 Hop PPI = qHTS Assay for Disrupters of an Hsp90 Co-Chaperone Interaction; Hsp90 C-terminal peptide / TPR2A (Hop) interaction, human; AlphaScreen TPR2A-His6 binding biotin-Hsp90 C-terminal peptide; Potency, µM (series often up to 57 µM), for inactives: at the top dose activity change, negative = inhibition; actives 0.44% (n = 71,000); AID 595, 2007; active = well fitted curve in either direction with a large enough effect; inconclusive = small, poorly fitted or top-dose-only effect, or another doubt; note: potency is the fitted concentration of half-maximal effect; % is set by controls: 0 for no effect and ±100 for the full control effect; many of its hits are not listed in these tables
15-hLO inh = qHTS Assay for Inhibitors of 15-hLO (15-human lipoxygenase) | purified 15hLO-1, xylenol orange hydroperoxide absorbance | actives 1.4% (n = 74,000) | Polyunsaturated fatty acid lipoxygenase ALOX15 (Homo sapiens), P16050 | Potency, µM (titrated, usually from 57.1 µM), for the others: at the top dose activity change, negative = inhibition, usual class: inhibitors; note: potency is the fitted concentration of half-maximal effect; % is set by controls: 0 for no effect and ±100 for the full control effect; nearly all actives have a fitted effect of over 55% in size
Target sequence (P16050 whole entry, looked up): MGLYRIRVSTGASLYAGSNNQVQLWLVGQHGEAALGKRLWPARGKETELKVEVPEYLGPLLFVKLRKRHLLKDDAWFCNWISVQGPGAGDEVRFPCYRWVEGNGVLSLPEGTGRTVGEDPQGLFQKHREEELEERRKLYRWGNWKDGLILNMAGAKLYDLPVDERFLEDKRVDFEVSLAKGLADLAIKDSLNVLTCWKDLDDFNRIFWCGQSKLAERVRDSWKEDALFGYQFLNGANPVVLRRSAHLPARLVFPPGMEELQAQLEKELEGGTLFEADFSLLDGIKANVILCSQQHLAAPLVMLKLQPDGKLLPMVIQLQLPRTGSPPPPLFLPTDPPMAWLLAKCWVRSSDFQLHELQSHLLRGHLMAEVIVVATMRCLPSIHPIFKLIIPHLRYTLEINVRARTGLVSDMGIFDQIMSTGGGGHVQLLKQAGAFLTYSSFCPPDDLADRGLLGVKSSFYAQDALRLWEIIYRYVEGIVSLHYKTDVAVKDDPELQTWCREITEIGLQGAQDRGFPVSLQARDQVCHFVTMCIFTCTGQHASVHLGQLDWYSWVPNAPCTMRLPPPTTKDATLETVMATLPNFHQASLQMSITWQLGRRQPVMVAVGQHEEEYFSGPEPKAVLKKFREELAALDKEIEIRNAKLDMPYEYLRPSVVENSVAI
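Hydroperoxide formed from arachidonic acid (50 uM) by purified human 15hLO-1 (40 nM) oxidizes ferrous iron, and the ferric-xylenol orange complex is read at 573 versus 405 nm. Compounds were preincubated 15 min; reaction ran 6 min at room temperature.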
Rhodamine autofl = qHTS Assay for Spectroscopic Profiling in Rhodamine Spectral Region | Rhodamine-region fluorescence, 547/598 nm, Tris buffer; active compounds read high | max dye-equivalent concentration, M | actives 0.05% (n = 59,000); in the data active = max dye-equivalent concentration above about 11 nM; inconclusive = between about 1.1 nM and that limit
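Intrinsic compound fluorescence, ex 547 / em 598 nm, CCD imager. Tris 100 mM pH 8.0; 15 min RT. Output = rhodamine dye-equivalent concentration at each compound concentration.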
HADH2 inh = qHTS Assay for Inhibitors of HADH2 (Hydroxyacyl-Coenzyme A Dehydrogenase, Type II) | 3-hydroxyacyl-CoA dehydrogenase type-2 (Homo sapiens), Q99714 | recombinant HADH2, NADH fluorescence, beta-hydroxybutyryl-CoA | Potency, µM (top dose mostly 57.1 µM), without a hit: top-dose activity change, negative = inhibition, hits mostly inhibitors | actives 3.4% (n = 73,000) | AID 886, 2007; note: potency is the fitted concentration of half-maximal effect; % is set by controls: 0 for no effect and ±100 for the full control effect; nearly all actives have a fitted effect of over 60% in size; many of its hits are not listed in these tables
Target sequence (Q99714 whole entry, looked up, one chain of several): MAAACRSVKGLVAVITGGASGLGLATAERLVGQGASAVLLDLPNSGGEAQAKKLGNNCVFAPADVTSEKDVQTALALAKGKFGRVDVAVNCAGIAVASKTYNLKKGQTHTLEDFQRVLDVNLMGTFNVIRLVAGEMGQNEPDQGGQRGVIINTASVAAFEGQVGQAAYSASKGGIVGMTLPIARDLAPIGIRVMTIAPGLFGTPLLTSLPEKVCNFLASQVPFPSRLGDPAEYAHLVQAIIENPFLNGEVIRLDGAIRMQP
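Activity measured as NADH fluorescence gain (360/450 nm), taken as the change between first and last reads of a 4-min kinetic run. Conditions: pH 9.0 Tris buffer, 20 nM E. coli-expressed His-tagged enzyme, 1 mM NAD+, 90 uM beta-hydroxybutyryl-CoA; 15-min compound preincubation.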
HBB splice mod = qHTS Assay for Modulators of Hemoglobin Beta Chain Splicing; HBB splicing reporter cell assay, activation; EGFP reporter with mutant IVS2-654 intron; response scale: normalised to 500 nM splice-correcting PNA; Potency, µM (titrated, usually from 46.1 µM), inactives show at the top dose activation, actives largely listed as activators; actives 0.06% (n = 65,000); AID 925, 2007; note: potency is the fitted concentration of half-maximal effect; 0% is about no effect
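Compounds were applied for 2 days to HeLa EGFP-654 cells, 500/well in Optimem with 2% FCS. The reporter's EGFP is disrupted by mis-splicing of beta-globin intron IVS2-654. Readout: summed well GFP fluorescence from 488 nm laser scanning; reference was 500 nM antisense […] 654 PNA.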
GFP derepression = qHTS Assay for Epigenetic Modulators. mouse C127i GFP locus derepression, cytometry, 30 h. Potency, µM (titrated, usually from 46.1 µM), without a hit: at the top dose GFP derepression (activation). actives 0.09% (n = 68,000); note: % of control where 0% means no effect
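Read-out is the number of GFP-positive cells, scored as fluorescent objects 20 to 120 um wide, reflecting derepression of a silenced CMV-GFP reporter in murine C127i cells after 30 h compound exposure at 37 C.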
TexasRed autofl = qHTS Assay for Spectroscopic Profiling in Texas Red Spectral Region; max dye-equivalent concentration, M; Compound fluorescence, Texas Red channel, 547/618 nm; active compounds read high; actives 0.06% (n = 59,000); in the data active = max dye-equivalent concentration above about 10 nM; inconclusive = between about 1.1 nM and that limit
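Dye-equivalent concentrations come from scaling compound signal (ex 547, em 618 nm) to six Texas Red standard concentrations run on every plate, after 15 min room-temperature incubation in pH 8.0 Tris (100 mM).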
Fluorescein autfl = qHTS Assay for Spectroscopic Profiling in Fluorescein Spectral Region | actives 0.91% (n = 59,000) | max fluorescein-equivalent concentration, M | Compound autofluorescence, 480/540 nm, fluorescein-equivalent; active compounds read high | AID 593, 2007; in the data active = max fluorescein-equivalent concentration above about 10 nM; inconclusive = between about 1.1 nM and that limit
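First, buffer (100 mM Tris, pH 8.0) dispensed; second, compounds and fluorescein standards pinned in; third, 15 min room-temperature incubation; finally, imaging at ex 480 nm/em 540 nm. Fluorescence normalized against the six-point fluorescein curve.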
UbGFP stabilizer = Ubiquitin-GFP Assay. Ubiquitin-GFP reporter cells, proteasome inhibition, GFP fluorescence; response scale: untreated = 0%, 10 µM MG-132 = 100%. Potency, µM (top dose mostly 45.9 µM), for the others: top-dose activation (GFP accumulation), hits mostly activators. 67,000 tested, under 10 active. AID 526, 2006; active = well fitted activation curve with a large enough effect, not every such curve was filed as active; inconclusive = small, poorly fitted or top-dose-only effect, or another doubt; inactive = no such curve, though single readings can be large or run the other way; note: potency is the fitted concentration of half-maximal effect
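U2OS cells expressing ubiquitin(G76V)-GFP, seeded overnight in 0.5% FBS medium, then treated 4 hr at 37 C across 46 uM to 2.9 nM. GFP-positive cells counted by laser cytometry (488 ex/515 em); %activity scaled between basal and 10 uM MG-132.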
An asterisk follows results filed as active; i = inactive; ? = inconclusive; . = not tested or not shown; [ ] = another dose, or the depositor's remark. Unless noted, calls come from the whole dose curve; as a rule, active = well fitted curve in the direction sought with a large enough effect; inconclusive = small, poorly fitted or top-dose-only effect, or another doubt; inactive = no such curve, though single readings can be large; an effect the other way counts as inactive or inconclusive. Some of the compounds tested; count on the stated rates, not on these rows.

SMILES | DNA Pol III inh | 4-MU autofl | Hsp90 Hop PPI | 15-hLO inh | Rhodamine autofl | HADH2 inh | HBB splice mod | GFP derepression | TexasRed autofl | Fluorescein autfl | UbGFP stabilizer
Cc1cc(C)nc(N2CCC(C(=O)NCc3ccco3)CC2)n1 | -5% | i | -4% | 2% | i | 22% | 0.5% | -2% | i | i | -7%
Nc1nnc(-c2ccccc2Cl)s1 | -2% | i | -1% | -19% | i | ? | . | 0% | ? | i | -2%
C=CCn1c(C(C)NC(=O)COC)nc2ccccc21 (stereo unspecified) | -4% | . | -3% | -1% | . | 1% | 0.3% | . | . | . | 1%
CCn1cc(C(=O)NCc2ccccc2OC)c(=O)c2cc(S(=O)(=O)N(C)C)ccc21 | 2% | . | -3%[2.3 µM] | 1% | . | -4% | -0.5% | . | . | . | 1%
Fc1ccc(OCc2nn3cnnc3s2)cc1 | -5% | i | -3% | -3% | i | 3% | 1.1%[0.369 µM] | 6% | i | ? | .
O=C(O)CN1C(=O)Nc2ccc(Br)cc2C1c1ccccc1 (stereo unspecified) | -4% | i | 0% | 7% | i | 2% | -0.1%[57.5 µM] | -2% | ? | i | 0%
COC(=O)COC(=O)c1ccc(O)cc1 | 0% | . | 2% | 4% | . | -20% | -2.3% | -2% | . | . | 0%
COc1cc(O)c2c(O)c3c(c4c2c1[C@@]1(C4)C(C)=CCCC1(C)C)[C@H](O)[C@@]1(O)CC(=O)C(C(N)=O)=C(O)[C@]1(O)C3=O | 0%[11.4 µM] | i | -9%[11 µM] | ? | i | 3.2µM* | 2.7%[9.22 µM] | -4%[9.22 µM] | i | 2.1e-08M* | -4%[9.17 µM]
CCOC(=O)c1cnc2sccn2c1=O | 0% | ? | 5% | 8% | i | ? | -0.3% | 2% | i | i | 7%
COc1ccc(-c2nnc(NC(=O)c3ccc(S(=O)(=O)N4CCc5ccccc5C4)cc3)o2)cc1 | -6% | i | -4% | 32%[activator] | i | -19% | 1.4% | 4% | i | ? | -2%
CCOC(=O)C1CCCN(C(=O)Nc2cccc(Cl)c2)C1 (stereo unspecified) | 7% | i | -5% | -4% | i | 7% | 0.4% | 3% | i | i | 7%
CN(Cc1ccccc1)C(=O)Nc1ccccc1 | -5% | i | 1% | -2% | i | 13% | 0.8% | 0% | i | ? | 5%
Cc1cc(S(=O)(=O)NCCCN2CCOCC2)ccc1F | -8% | i | 0% | -3% | i | 0% | -0.9% | 1% | i | i | -6%
Cc1ccccc1-c1nc(-n2ccnc2)c2ccccc2n1 | 1% | i | -2% | -1% | i | ? | 0.3% | 0%[9.22 µM] | i | i | -2%
CC1CCCN(c2nc3c(c(=O)[nH]c(=O)n3C)n2CCSc2ncccn2)C1 (stereo unspecified) | -5% | . | 0% | -12% | . | -2% | 0.2% | . | . | . | 10%
CN(C)/C=C/c1c(C#N)c(=O)ncn1Cc1ccccc1 | 6% | i | -3% | 11% | i | -1% | 0.0% | 3% | i | i | 4%
CCOC(=O)c1c(C)n(C)c2ccc(O)c(CN3CCN(C)CC3)c12 | -7% | i | -5% | -10% | i | -1% | . | 1% | i | i | 0%
Cc1ccc(CNC(=O)CCNS(=O)(=O)c2ccc3c(c2)c(=O)n(C)c(=O)n3C)cc1 | 5% | ? | 0% | 3% | i | 9% | -0.7% | -1% | i | i | -9%
Cc1c(NC(=O)c2c(F)c(F)c(F)c(F)c2F)c(=O)n(-c2ccccc2)n1C | -5% | i | -2% | -4% | i | ? | -0.5% | -5% | i | ? | 0%
CCC(=O)N1CCc2cc(Br)cc(S(=O)(=O)NCCN3CCCCC3CC)c21 (stereo unspecified) | -4% | ? | -1% | -9% | i | 21% | -0.4% | -2% | i | i | 7%
COC(=O)C1=C(C)Nc2c(c(=O)n(C)c(=O)n2C)C1c1cccs1 (stereo unspecified) | -5% | ? | -1% | 5% | i | -6% | 0.0%[57.5 µM] | -2% | ? | i | -5%
CC(=O)c1c(C(C)=O)c(C)n(NC(=O)c2cccnc2)c1C | -13% | i | -9% | -17% | i | -4% | -1.4% | 0% | ? | i | 4%
Cc1nc2sc(C)c(C)c2c(=O)[nH]1 | -1% | i | 8% | -9% | i | -2% | 0.0%[57.5 µM] | -2% | i | i | -5%
CCOc1ccc(OCC)c(N=c2oc3c(C)ncc(CO)c3cc2C(N)=O)c1 | -1% | i | -10% | 6% | i | 1% | -2.4% | -1% | i | i | 2%
Nn1cc(-c2ccccc2)nc1SCC(=O)NC1CCS(=O)(=O)C1 (stereo unspecified) | 4% | i | -6% | 0% | i | 20% | 0.3%[57.5 µM] | -2% | i | ? | 5%
Cc1cccc(Nc2ccccc2)c1 | -3% | i | 0% | 10% | i | -6% | 3.6%[57.5 µM] | -2% | ? | ? | 3%
CS(=O)(=O)N(CC(=O)NCc1ccc2c(c1)OCO2)c1ccc(Cl)cc1 | 0% | i | 1% | 3% | i | -5% | . | 1% | i | i | -4%
CCN1CCN(c2ccc(NC(=O)c3cccc4ncccc34)cc2)CC1 | -2% | i | 1% | 9% | i | 9% | -1.6% | 0% | i | i | -5%
COc1ccccc1-c1nnc2n1N=C(C(C)(C)C)CS2 | -4% | i | 2% | 3% | i | 5% | 3.4% | 0% | i | ? | -3%
CS(=O)(=O)N(CC(=O)NCCC1=CCCCC1)C1CCCCC1 | -3% | i | -3% | -2% | i | 8% | -0.5% | 2% | i | i | -4%
C=C(C)C1CC=C(C)C(O)C1 (stereo unspecified) | 0% | . | -1% | -4% | . | 1% | -0.4% | . | . | . | .
CCCCNC(=O)C1CCCN1C(=O)Nc1cccc(OC)c1 (stereo unspecified) | -4% | i | -4% | 1% | i | 1% | -1.4% | -2% | i | ? | 7%
CCCc1ccc(OCCNC(C)=O)cc1 | -8% | i | 0% | 11% | i | 20% | 0.0%[57.5 µM] | 1% | i | i | -3%
CC(C)Oc1cccc(C(=O)Nc2ccc(NC(=O)c3ccco3)cc2)c1 | -5% | i | -3% | -5% | i | 37%[activator] | -0.2%[57.5 µM] | 5% | i | i | -1%
CCC(=O)Nc1cccc(-c2nc3ccccc3o2)c1 | -9% | i | -4% | -19% | i | 16% | 0.6% | -2% | i | ? | 2%
CC(C)Oc1ccc(C2NC(=O)NC2=O)cc1 (stereo unspecified) | 1% | i | ? | -4% | i | 0% | . | 3% | i | i | -5%
